# Vif-A3G inh: qHTS for Inhibitors of Vif-A3G Interactions: qHTS. DNA dC->dU-editing enzyme APOBEC-3G (Homo sapiens), Q9HC16. HeLa A3G-eYFP + Vif (tagged APOBEC3G with the HIV-1 protein that degrades it), YFP fluorescence, overnight. Potency, µM (series often up to 46.1 µM), for the others: top-dose activity, negative = active, hits mostly inhibitors. actives 0.076% (n = 410,000);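 also: potency is read from the fitted curve at half-maximal effect; % is scaled to controls: 0 for no effect and ±100 for the full control effect; nearly all actives have a fitted effect of over 60% in size; hits raise eYFP signal because A3G escapes Vif-driven loss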
#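 HeLa cells stably expressing Vif and C-terminally eYFP-tagged A3G, seeded overnight at 37 deg C, then exposed to compound by pintool overnight at 37 deg C. Rise in yellow fluorescence (Ex 488/Em 500-530, Acumen) marks blocked Vif-driven A3G degradation.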
# ERG-DNA inh: qHTS for Small Molecule Inhibitors of the ERG Ets/DNA interaction; fluorescence polarization, His-ERG Ets domain / labelled DNA; Potency, µM (series often up to 76.9 µM), without a hit: at the top dose FP activity, negative = inhibition, most hits filed as inhibitors; AID 624246, 2012; actives 0.028% (n = 370,000); active = well fitted inhibition curve with a large enough effect in the polarisation, with a control signal flat; inconclusive = small, poorly fitted or top-dose-only effect, or effect the other way, or a change in a side signal; inactive = no such curve, though single readings can be large or run the other way; the % refers to the polarisation;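 also: polarization taken with two DNA probes labelled with fluorescein and Texas red; potency is read from the fitted curve at half-maximal effect; % of control where 0% means no effect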
#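 His-tagged ERG Ets domain (1 uM in the protein solution; 300mM KCl, 50mM Tris-HCl, 1mM EDTA, 1mM DTT, pH 7.5) received compound, then a probe mix of 5 nM fluorescein-DNA and 100nM Texas-615-DNA. Fluorescence polarization was read for both dyes.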
# D2 antag: HTS Assay for Allosteric Antagonists of the Human D2 Dopamine Receptor: Primary Screen for Antagonists; D(2) dopamine receptor (Homo sapiens), P14416; HEK293 TREx D2 cells, calcium flux, dopamine EC80; inhibition, % at 10 µM; actives 2% (n = 340,000); in the data active = inhibition above about 30%; also: 0% is about no effect
# Target sequence (P14416 whole entry, looked up): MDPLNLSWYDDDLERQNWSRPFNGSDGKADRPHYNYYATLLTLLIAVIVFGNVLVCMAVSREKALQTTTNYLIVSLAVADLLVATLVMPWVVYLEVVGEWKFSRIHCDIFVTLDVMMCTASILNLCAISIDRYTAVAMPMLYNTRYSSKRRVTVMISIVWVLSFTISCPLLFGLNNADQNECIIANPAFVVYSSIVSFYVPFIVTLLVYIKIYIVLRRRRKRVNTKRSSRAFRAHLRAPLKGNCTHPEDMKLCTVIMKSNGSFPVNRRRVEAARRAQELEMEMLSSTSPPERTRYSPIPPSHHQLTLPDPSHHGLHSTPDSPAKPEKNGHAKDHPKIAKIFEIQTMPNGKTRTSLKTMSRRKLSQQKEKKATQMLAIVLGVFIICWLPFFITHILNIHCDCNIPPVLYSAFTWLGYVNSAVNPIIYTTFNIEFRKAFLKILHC
#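 Calcium mobilization kinetics were recorded at 1 s intervals in tetracycline-induced HEK293 T-REx D2 cells, first for 180 s after compound addition and then 180 s after EC80 dopamine.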
# 12-LOX inh: Primary qHTS assay for inhibitors of human arachidonate 12S-lipoxygenase (ALOX12): Round 2 | Polyunsaturated fatty acid lipoxygenase ALOX12 (Homo sapiens), P18054 | purified 12hLO, xylenol orange hydroperoxide absorbance | Potency, µM (titrated, usually from 108 µM), without a hit: at the highest dose activity change, negative = inhibition, hits mostly inhibitors | actives 1.1% (n = 580,000); also: potency is read from the fitted curve at half-maximal effect; % is scaled to controls: 0 for no effect and ±100 for the full control effect
# Target sequence (P18054 whole entry, looked up): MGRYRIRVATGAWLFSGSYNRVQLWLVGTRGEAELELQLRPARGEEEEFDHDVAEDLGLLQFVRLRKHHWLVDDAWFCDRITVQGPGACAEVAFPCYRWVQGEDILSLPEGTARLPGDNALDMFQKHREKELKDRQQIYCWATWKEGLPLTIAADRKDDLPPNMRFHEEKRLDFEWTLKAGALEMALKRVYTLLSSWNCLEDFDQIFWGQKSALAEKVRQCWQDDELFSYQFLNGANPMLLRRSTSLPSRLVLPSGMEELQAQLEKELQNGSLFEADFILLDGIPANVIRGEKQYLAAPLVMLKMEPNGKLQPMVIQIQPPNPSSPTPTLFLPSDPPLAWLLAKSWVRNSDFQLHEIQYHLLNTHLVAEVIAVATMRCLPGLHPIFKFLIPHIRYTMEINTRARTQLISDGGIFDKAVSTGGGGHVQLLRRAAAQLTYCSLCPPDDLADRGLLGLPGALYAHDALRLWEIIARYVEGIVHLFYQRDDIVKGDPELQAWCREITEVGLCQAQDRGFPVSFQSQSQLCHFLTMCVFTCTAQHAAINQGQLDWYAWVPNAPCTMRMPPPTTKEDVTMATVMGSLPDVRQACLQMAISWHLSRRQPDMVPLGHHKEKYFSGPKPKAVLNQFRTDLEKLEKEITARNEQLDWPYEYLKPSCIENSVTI
#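 Purified human 12hLO (150 nM final) in 25 mM Hepes, 0.01% Triton X-100, pH 7.0 was preincubated 15 min at room temperature with compound. Then 40 uM arachidonic acid was added, 30 min. Hydroperoxide was read by Fe-XO absorbance ratio 573/405 nm.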
# Glioma ERSR ind: qHTS for Inducers of the Endoplasmic Reticulum Stress Response (ERSR) in Human Glioma: qHTS; actives 0.02% (n = 420,000); Potency, µM, inactives show at the highest dose activation, usual class: activators; AID 602332, 2012; U87-MG GRP78 promoter luciferase reporter, 16 h; also: potency is read from the fitted curve at half-maximal effect; series mostly up to about 76 µM; % of control where 0% means no effect; nearly all actives have a fitted effect of over 35% in size
#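 Stably transfected U87-MG human glioma cells carrying a GRP78-based luminescent sensor were seeded at 1000 cells/well, pin-dosed with compounds and incubated 16 h. Luciferase reagent was then added, and end-point luminescence was read after 10 min at room temperature.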
# Vif-A3F inh: qHTS for Inhibitors of Vif-A3F Interactions: qHTS; HeLa A3F-eYFP + Vif (tagged APOBEC3F with the HIV-1 protein that degrades it), YFP fluorescence increase; actives 0.2% (n = 390,000); Potency, µM (series often up to 46.1 µM), without a hit: at the top dose activity, negative = active; also: potency is read from the fitted curve at half-maximal effect; % of control where 0% means no effect; nearly all actives have a fitted effect of over 65% in size
#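 Fluorescence increase (Ex 488/Em 500-530) after overnight compound treatment at 37 deg C flags inhibition of Vif-driven A3F-eYFP loss in stable HeLa A3F-eYFP/Vif cells seeded overnight beforehand.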
# D2 ag: HTS Assay for Allosteric Agonists of the Human D2 Dopamine Receptor: Primary Screen for Agonists; actives 0.53% (n = 340,000); D(2) dopamine receptor (Homo sapiens), P14416; HEK293 T-REx D2 cells, calcium flux agonist mode; activation, % at 2 µM; AID 485358, 2010;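 active = activation over 3 SD above normal in the single-dose calcium agonist read, cut at about 30% in these data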; also: 0% is about no effect
#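 Tetracycline-induced HEK293 Trex cells with D2 receptor force-coupled to calcium signaling, plated overnight at 30 C and loaded with no-wash calcium dye. Calcium flux read kinetically for 180 s after compound addition; responses flag agonists.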
# RGS4 inhibitor: Inhibitors of Regulator of G Protein Signaling (RGS) 4: qHTS; Regulator of G-protein signaling 4 (Homo sapiens), P49798; actives 0.039% (n = 390,000); Transcreener GDP fluorescence polarization, RGS4-accelerated GTP hydrolysis; Potency, µM (series often up to 114 µM), for inactives: top-dose activity change, negative = inhibition, usual class: inhibitors; also: potency is read from the fitted curve at half-maximal effect; % is scaled to controls: 0 for no effect and ±100 for the full control effect; nearly all actives have a fitted effect of over 75% in size; some results filed as inactive show a strong effect at the top dose
#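 MLSMR compounds (23 nl, pin-transferred) preincubated 10 min at room temperature with a 500nM (2x) first reagent, then RGS4 at 900nM (2x) plus Transcreener GDP mix added; fluorescence polarization (620/688 nm) read before and after 90 min at 30 °C.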
# LDHA block: qHTS assay for inhibitors of human lactate dehydrogenase; L-lactate dehydrogenase A chain (Homo sapiens), P00338; purified LDHA, NADH/diaphorase-resazurin fluorescence; active compounds read low; activity change, % (values are at about 110 or 230 µM); actives 0.15% (n = 480,000); in the data active = activity change below about -30%; inconclusive = mostly about -25% to -30%;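 also: plate controls were DMSO wells for no effect and wells without enzyme for full effect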
#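 Remaining NADH was detected by diaphorase (0.133 mg/mL) converting 37 µM resazurin to fluorescent resorufin, read at 0 and 20 minutes. The preceding 5-minute room-temperature reaction used 2 nM LDHA, 0.2 mM sodium pyruvate and 0.06 mM NADH at pH 7.4.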
# An asterisk follows results filed as active; ? = inconclusive; / = no result given; & = joins results of further samples; [ ] = dose if it differs, or a comment. Unless noted, calls follow the shape of the dose curve; as a rule, active = well fitted curve in the direction sought with a large enough effect; inconclusive = small, poorly fitted or top-dose-only effect, or another doubt; inactive = no such curve, though single readings can be large; an effect the other way counts as inactive or inconclusive.
Compound,Vif-A3G inh,ERG-DNA inh,D2 antag,12-LOX inh,Glioma ERSR ind,Vif-A3F inh,D2 ag,RGS4 inhibitor,LDHA block
Cc1cc(NC(=O)CCC(=O)N(c2ccc(F)cc2)C(C(=O)NC2CCCC2)c2ccccc2)no1 (configuration not stated),1%,-2%,12,-18%,-3%,0%,4.0,9%,-3
CCN(C(=O)COC(=O)/C=C/c1ccc(C)o1)c1c(N)n(Cc2ccccc2)c(=O)[nH]c1=O,-2%,-14%,-12,?,-6%,-20%,0.4,-30%,-2
Cc1ccc(N2CC3=C(C2=O)C(c2ccc(Br)cc2)NC(=O)N3C)cc1 (configuration not stated),-5%,0%,/,-25%,-2%,4%,0.0,-17%,-1
CCOc1ccccc1CNC(=O)C1CCN(c2nn3cc(-c4ccc(F)cc4)nc3s2)CC1,4%,-1%,/,-16%,0%,5%,0.5,7%,-6
Cc1ccccc1NC1=NC(C)(C)N=C(N)N1,2%,-1%,18,0%,-2%,1%,2.1,-14%,-6
Cc1cc2nc3c(=O)n(C)c(=O)n(C)c3nc2cc1N=CN(C)C,-3%,2%,/,-8%,-4%,?,10,-20%,10
CC(=O)c1cccc(NC(=O)CSc2nc(C3CC3)nc3ccccc23)c1,-5%,-5%,-27,-8%,-9%,-11%,0.1,-46%,-8
CCCCN(C(=O)CSc1nnc(-c2ccccc2)o1)c1c(N)n(CCC)c(=O)[nH]c1=O,-5%,0%,0,184%[activator],0%,-3%,0.4,11%,1
CCOC(=O)C(=O)NNc1ccc(F)cc1,1%,1%,-5,?,-3%,11%,-1.1,-2%,9
CCOC(=O)N(C)c1c(CC)nc2c(OCc3ccccc3C(=O)OC)cccn12,-10%,/,/,-1%,-3%,/,/,/,-1
COC(=O)c1cc(NC(=O)c2ccc3c(c2)NC(=O)c2ccccc2S3)cc(C(=O)OC)c1,5%,-5%,/,-22%,-3%,?,0.3,12%,-12
O=C(NCc1cccnc1)Nc1ccccc1C(F)(F)F,0%,-7%,-9,7%,2%,3%,0.1,-11%,-1
CCCCc1ccc(NC(=O)CN2NS(=O)(=O)c3ccccc3C2=O)cc1,5%,5%,10,-1%,1%,5%,-1.3,-7%,-2
Cc1ccc(S(=O)(=O)N(C)c2ccc(OCC(=O)NCc3ccco3)cc2)cc1,-3%,-9%,-10,-4%,-2%,-5%,-0.2,1%,0
COc1cc(C(=O)NCc2nc3cccnc3n2Cc2ccc(C)cc2)cc(OC)c1OC,-9%,-12%,/,-5%,-1%,0%,0.2,-23%,1
CC(=O)N1CCCc2cc(S(=O)(=O)Nc3ccc(C)c(F)c3)ccc21,1%,1%,/,-5%,4%,-1%,0.4,-2%,1
CC1Cc2nc(SCC(=O)NC3CCCCC3)n(C)c(=O)c2S1 (configuration not stated),0%,/,6,-15%,-4%,1%,-0.2,-14%,5
COc1ccc(OCC(=O)N/N=C/C=C/c2ccccc2)cc1,-13%,-7%,-6,7%,2%,-2%,-0.4,20%,-5
Cc1cc(SCC(=O)N/N=C/c2ccc(O)cc2O)c(C)cc1Br,7%,8%,2,?,-4%,1%,0.6,-26%,0
Cc1ccc(Cn2ccnc2SCC(=O)Nc2nc3ccccc3s2)cc1,5%,1%,/,-6%&-16%,0%,-12%,-0.4,-11%,-9&-6

# Shown with two lines to a compound: 2 of the compounds above.
# Every second line gives: Vif-A3G inh	ERG-DNA inh	D2 antag	12-LOX inh	Glioma ERSR ind	Vif-A3F inh	D2 ag	RGS4 inhibitor	LDHA block
Cc1cc(SCC(=O)N/N=C/c2ccc(O)cc2O)c(C)cc1Br
→ 7%	8%	2	?	-4%	1%	0.6	-26%	0
Cc1ccc(Cn2ccnc2SCC(=O)Nc2nc3ccccc3s2)cc1
→ 5%	1%	/	-6%&-16%	0%	-12%	-0.4	-11%	-9&-6

# (listing goes on)
Compound,Vif-A3G inh,ERG-DNA inh,D2 antag,12-LOX inh,Glioma ERSR ind,Vif-A3F inh,D2 ag,RGS4 inhibitor,LDHA block
Cc1cc(C)n(-c2ncccc2[N+](=O)[O-])n1,0%,3%,-17,-1%,1%,6%,-0.6,-16%,-10
Cc1ccc2c(C)c(C(=O)N3CCN(Cc4ccc5c(c4)OCO5)CC3)oc2c1C,2%,2%,5,-18%,13%,0%,0.1,-12%,0
CCOC(=O)/C(=C/Nc1ccc(F)cc1)[N+](=O)[O-],-1%,18%,2,170%[activator],-2%,-4%,1.1,-4%,0
COc1ccccc1N1CCN(C(=O)c2c(-c3ccccc3)noc2C)CC1,?,2%,-13,-15%,-5%,0%,0.2,1%,-8
Cc1ccc(NC(=S)N2CCc3[nH]c4ccccc4c3C2)cc1,-1%,-22%,-15,2%,-1%,6%,15,-10%,10
COc1ccc(-n2nc(-c3ccc(C)cc3)c3cnc4cc(F)c(F)cc4c32)cc1,-6%,-1%,/,-10%,-2%,-16%,0.1,12%,-2
O=C(NC(=S)Nc1ccccc1N1CCCC1)c1ccco1,-14%,5%,-16,?,2%,?,-2.3,-50%,0
CCOC(=O)C1=C(O)C(=O)NC(c2ccccc2)=C(OC2CCCCC2)C1,0%,9%,-11,-21%,-3%,1%,2.1,-4%,1
Cc1ccc2oc(-c3cc(NC(=O)/C=C/c4ccco4)ccc3Cl)nc2c1,/,5%,/,?,/,/,0.2,?,-6
Cc1ccc(C)c(Nc2nn3c(=O)c4ccc(C(=O)NCCc5ccccc5)cc4nc3s2)c1,1%,0%,/,-28%,-4%,-22%,-0.2,6%,-5
CN(C(=S)NC(=O)c1ccc(Br)o1)c1ccccc1,-2%,-15%,7,-19%,3%,1%,0.6,-50%,-4
CCCn1c(CN2CCN(C(=O)OCC)CC2)nc2cc(NC(C)=O)ccc21,?,-21%,-15,-2%,-4%,1%,-0.2,-7%,-3
COC1=CC(=O)C(O)=C(CCCCCCC/C=C/CCCCCCCC2=C(O)C(=O)C=C(OC)C2=O)C1=O,4%,19%,/,/,-2%,-2%,/,?,-14
COc1ccc(C)cc1NC(=O)CCCN1C(=O)CCC1=O,0%,2%,7,5%,-5%,-10%,0.0,36%,-1
COc1ccc(NC(=O)CSc2nccn2Cc2ccccc2)c(OC)c1,-1%,5%,-3,278%[activator],-1%,0%,-1.1,-21%,0
Cc1cccc(NC(=O)CN2CCN(C(=O)C(C)Oc3ccc(C#N)cc3)CC2)c1C (configuration not stated),2%,19%,-21,0%,-2%,0%,0.5,18%,-1
O=c1[nH]c(Cc2ccc(Cl)cc2)nc2ccccc12,-5%,-2%,-3,-8%,-2%,0%,-0.4,10%,-7
Cc1[nH]c2ccc(F)cc2c1CCN(Cc1ccco1)C(=S)NC(C)(C)C,3%,6%,12,0%,-6%,4%,1.8,-6%,0
CCOC(=O)N1CCC(NC(=O)CCc2nc(-c3ccccc3F)no2)CC1,-5%,-19%,3,2%,-2%,-9%,-0.6,-25%,-5
Cc1ccc2c(c1)c(-c1ccccc1)nc1nnnn12,-5%,-1%,-10,17%,-4%,0%,0.4,?,-4
CC(C)(C)c1cnnn1-c1ccc(C=O)cc1,2%,5%,-17,-6%,-2%,-4%,-0.1,1%,-6
COc1ccc(-c2sc3ccccc3c2/C=C/c2ccc(OC)c(OC)c2)cc1,-5%,9%,/,?,3%,0%,/,21%,-9
O=S(=O)(Nc1nc2ccc(S(=O)(=O)N3CCCC3)cc2s1)c1ccc(F)cc1,-21%,-21%,7,-22%,3%,-3%,-1.6,-43%,-10
COc1cc2ccccc2cc1C(=O)Nc1ccccc1C,1%,-1%,4,-3%,-3%,-5%,3.1,-30%,3
CCc1ccc(NC(=O)COn2nnc3ccc(S(=O)(=O)N(C)C)cc32)cc1,3%,-6%,-10,-2%,1%,-14%,0.2,-15%,4
Nn1cnc2c(c1=O)C1(CCCCC1)Cc1ccccc1-2,-9%,4%,/,-12%,-3%,-8%,/,10%,-8
Cc1ccc(C(=O)CSc2nc(-c3ccccc3)nc3c2CCCC3)c(C)c1,-6%,4%,/,4%,-1%,-2%,0.3,9%,-5
CC(C)NC(=O)C1(C)CCN1C(=O)c1ccc(F)c(Cl)c1 (configuration not stated),3%,/,/,-3%,-3%,/,/,/,-5
COc1ccc(OC)c(NS(=O)(=O)c2ccc3c(c2)CCCN3C(=O)C2CCC2)c1,-6%,-1%,/,9%,-4%,-6%,/,-19%,4
O=C(NCCCCNCCCNC(=O)c1ccccc1)c1ccccc1,-1%,-6%,/,17%,-2%,7%,/,24%,-18
O=C(Nc1ccccc1F)c1oc2ccccc2c1NC(=O)C1CC1,-5%,-5%,/,-6%,4%,-6%,/,14%[56.9 µM],-4

# Source: PubChem

# Not all compounds are listed; the hit share may differ from the screen's.
